NPC1 promoter act: NPC1 promoter activation. Huh7 NPC1 promoter luciferase reporter, 24 h. Potency, µM (doses to about 9.22 µM), inactives show top-dose activation, actives largely listed as activators. hit rate 2.4% among 320,000;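 also: potency is read from the fitted curve at half-maximal effect; % of control where 0% means no effect; nearly all actives have a fitted effect of over 60% in size; reporter is driven by a mutant NPC1 promoter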
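In 1536-well qHTS, Huh7 cells harboring an NPC1 promoter–luciferase construct received compound for 24 h; activation was quantified by luminescence following luciferase reagent addition.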
KCNH2 3.1 inh: inhibitors of human KCNH2 3.1 potassium channel isoform; AID 720553; hit rate 0.95% among 340,000; activity change, % (tested at about 1.8 µM); U2OS KCNH2 3.1, thallium flux FluxOr; hits give low values;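 active = maximum activity change below -70%; inconclusive = maximum activity change from -70% to -50%; inactive = maximum activity change above -50%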;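 also: thallium influx rate constant from kinetic fluorescence after stimulation buffer; % is scaled to controls: 0 for no effect and ±100 for the full control effect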
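Steps: virus added to U2OS suspension (4 h, RT, dark); medium with 10% FBS added, cells plated, 37 C overnight; FluxOr/Red40 loading buffer 45 min RT; stimulation buffer, 2 min kinetic read; rate constant normalized.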
Gal4-VP16 FLuc: counter-screen for ROR gamma inhibitors: Gal4-VP16 reporter. AID 2546. Drosophila S2 Gal4-VP16 UAS-luciferase, luminescence, 20 h. Potency, µM (doses to about 53.6 µM), for inactives: at the highest dose activity, negative = inhibition, usual class: inhibitors. hit rate 3.5% among 310,000;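 also: Gal4-VP16 expression switched on by copper sulfate through the metallothionein promoter; potency is read from the fitted curve at half-maximal effect; % is scaled to controls: 0 for no effect and ±100 for the full control effect; nearly all actives have a fitted effect of over 50% in size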
FLuc modulator: firefly luciferase modulation, counter-screen for miR-21 project; P08659; purified FLuc, Km substrates, luminescence inhibition; Potency, µM (top dose mostly 57.5 µM), inactives show at the top dose activity change, negative = inhibition, usual class: inhibitors; hit rate 6.9% among 360,000; AID 588342;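 also: potency is read from the fitted curve at half-maximal effect; plate controls were vehicle for no effect and reference inhibitor for full effect; nearly all actives have a fitted effect of over 55% in size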
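Purified P. pyralis luciferase, 10 nM final, with Km-level 10 uM D-luciferin and 10 uM ATP in 50 mM Tris acetate pH 7.5, 10 mM Mg acetate, 0.01% Tween-20, 0.05% BSA; 6-point qHTS titration about 60 µM downward; luminescence read.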
MBNL1-CUG inh: MBNL1-poly(CUG) RNA binding inhibition. hit rate 0.036% among 280,000. Q9NR56. AID 2675. TR-FRET MBNL1-His/biotin-(CUG)12 binding, 665/545 ratio. Potency, µM (top dose mostly 57.5 µM), without a hit: at the top dose activity change, negative = inhibition, actives largely listed as inhibitors; active = well fitted inhibition curve with a large enough effect in the signal ratio, with a control signal flat, not every such curve was filed as active; inconclusive = small, poorly fitted or top-dose-only effect, or effect the other way, or a change in a side signal; inactive = no such curve, though single readings can be large or run the other way; the % refers to the signal ratio; also: potency is read from the fitted curve at half-maximal effect; % is scaled to controls: 0 for no effect and ±100 for the full control effect
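MBNL1-His + Biotin-(CUG)12, cpd titration 92 nM–58 uM; Tb anti-His Ab 0.055 ng/ul, SA-XL665 5 nM (final); 60 min RT; ratiometric 665/545 nm, Ex 340 nm; normalized to buffer and full-complex controls.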
Mito fusion yeast: blocks mitochondrial division or promotes mitochondrial fusion; Potency, µM (highest dose often 46.1 µM), for the others: top-dose growth rescue (activation), actives largely listed as activators; hit rate 0.23% among 320,000; S. cerevisiae fusion-defective mutant growth rescue, CellTiterGlo 48 h; AID 485298;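 also: potency is read from the fitted curve at half-maximal effect; % of control where 0% means no effect; nearly all actives have a fitted effect of over 45% in size; temperature-sensitive fusion mutants such as fzo1-1 at 37 °C on non-fermentable ethanol glycerol medium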
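Compounds are tested for their ability to restore growth of mitochondrial fusion-defective yeast strains at non-permissive 37C in YPEG medium over 48 hours. Viability is quantified by luciferase luminescence.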
ELG1 repair inh: ELG1-dependent DNA repair inhibition; hit rate 2.3% among 330,000; HEK293T ELG1-luciferase reporter, luminescence, 16 h; DNA damage induced by 5-fluorouridine; Potency, µM (series often up to 46.1 µM), inactives show at the top dose activity change, negative = inhibition, hits mostly inhibitors; also: potency is read from the fitted curve at half-maximal effect; % is scaled to controls: 0 for no effect and ±100 for the full control effect; nearly all actives have a fitted effect of over 55% in size
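In this reporter screen, reduction of luminescence relative to DMSO vehicle indicated activity. Compounds and 5-fluorouridine were added together to 2,000 cells per well, incubated for 16 hr at 37 °C, then developed with ONE-Glo.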
Menin-MLL TR inh: inhibitors of human menin-MLL interaction, mutant MLL peptide. Menin + Texas Red MLL mutant peptide, fluorescence polarization. hit rate 0.23% among 270,000. AID 1768. Potency, µM (titrated, usually from 61.6 µM), inactives show at the highest dose FP activity change, negative = inhibition, hits mostly inhibitors; active = well fitted inhibition curve with a large enough effect in the polarisation, with a control signal flat, not every such curve was filed as active; inconclusive = small, poorly fitted or top-dose-only effect, or effect the other way, or a change in a side signal; inactive = no such curve, though single readings can be large or run the other way; the % refers to the polarisation; also: potency is read from the fitted curve at half-maximal effect; % of control where 0% means no effect; many of its hits are not listed in these tables
Target sequence (O00255 whole entry, looked up): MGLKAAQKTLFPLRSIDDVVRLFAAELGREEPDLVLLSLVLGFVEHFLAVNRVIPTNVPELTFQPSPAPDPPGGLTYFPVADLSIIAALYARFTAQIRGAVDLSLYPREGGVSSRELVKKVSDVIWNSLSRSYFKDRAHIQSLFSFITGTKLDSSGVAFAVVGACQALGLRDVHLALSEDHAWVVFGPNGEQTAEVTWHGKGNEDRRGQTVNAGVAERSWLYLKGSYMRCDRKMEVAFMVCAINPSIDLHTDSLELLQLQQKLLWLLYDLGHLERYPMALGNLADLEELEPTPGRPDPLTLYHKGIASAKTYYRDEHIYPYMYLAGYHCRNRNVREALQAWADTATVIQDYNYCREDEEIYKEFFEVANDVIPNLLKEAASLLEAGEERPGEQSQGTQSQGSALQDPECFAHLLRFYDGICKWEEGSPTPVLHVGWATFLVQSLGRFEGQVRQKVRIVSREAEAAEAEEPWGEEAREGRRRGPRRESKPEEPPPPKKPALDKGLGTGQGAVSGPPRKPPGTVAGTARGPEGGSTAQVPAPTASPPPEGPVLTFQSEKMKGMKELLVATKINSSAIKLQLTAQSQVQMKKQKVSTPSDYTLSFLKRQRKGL
PKM2 act: increases activity of human pyruvate kinase M2. hit rate 0.34% among 260,000. P14618. Potency, µM (titrated, usually from 57.5 µM), for the others: at the highest dose activation, hits mostly activators. purified PKM2, Kinase-Glo ATP luminescence, activation; response scale: 0% is enzyme alone, no compound; also: potency is read from the fitted curve at half-maximal effect; % is scaled to controls: 0 for no effect and ±100 for the full control effect; nearly all actives have a fitted effect of over 55% in size
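Purified hPK-M2 (>95%) run at intermediate activity with 0.1 mM ADP and 0.5 mM PEP in 50 mM imidazole pH 7.2, KCl, MgCl2; 1 h room temperature. ATP formed read by Kinase-Glo luminescence; normalized to uninhibited and no-enzyme controls.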
Rab9 prom act: Rab9 promoter activation | Potency, µM (top dose mostly 9.22 µM), without a hit: at the highest dose activation, negative = inhibition, actives largely listed as activators | hit rate 2.8% among 320,000 | Huh7 Rab9 promoter-luciferase reporter, luminescence, 24 h; also: potency is read from the fitted curve at half-maximal effect; % of control where 0% means no effect; nearly all actives have a fitted effect of over 60% in size
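Huh7 cells stably carrying a Rab9 promoter-luciferase reporter, 1500 cells per well in OP-MEM I with 10% FBS, treated with compound 24 hours at 37C. Luciferase activity read by luminescence after 10 minutes with Amplite reagent.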
RORgamma inh: blocks mouse ROR gamma transcriptional activity; P51450; Drosophila S2 Gal4-RORgamma UAS-luciferase reporter, 20 h; Potency, µM (top dose mostly 53.6 µM), for inactives: top-dose activity change, negative = inhibition, usual class: inhibitors; hit rate 5.4% among 310,000; also: potency is read from the fitted curve at half-maximal effect; % is scaled to controls: 0 for no effect and ±100 for the full control effect; nearly all actives have a fitted effect of over 60% in size
Target sequence (P51450 whole entry, looked up, the tested form may be a part): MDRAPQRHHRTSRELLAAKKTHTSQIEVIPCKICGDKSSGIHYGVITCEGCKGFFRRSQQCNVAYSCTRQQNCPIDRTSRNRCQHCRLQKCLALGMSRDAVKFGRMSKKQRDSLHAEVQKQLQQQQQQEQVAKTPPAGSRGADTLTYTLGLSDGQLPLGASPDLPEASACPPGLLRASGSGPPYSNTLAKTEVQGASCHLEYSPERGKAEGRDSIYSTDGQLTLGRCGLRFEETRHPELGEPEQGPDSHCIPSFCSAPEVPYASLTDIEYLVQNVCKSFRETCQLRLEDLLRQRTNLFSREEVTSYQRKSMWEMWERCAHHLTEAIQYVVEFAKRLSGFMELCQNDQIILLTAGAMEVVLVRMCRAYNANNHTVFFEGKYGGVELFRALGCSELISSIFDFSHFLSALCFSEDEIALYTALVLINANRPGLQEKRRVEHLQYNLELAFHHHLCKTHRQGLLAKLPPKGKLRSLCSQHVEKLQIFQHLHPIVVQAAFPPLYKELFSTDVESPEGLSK
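Stably transfected Drosophila Schneider cells are the test system, with ROR gamma fused to Gal4 and luciferase under UAS control; luminescence is read after 20 hr of 700 uM copper sulfate induction at ambient temperature.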
The depositor's hits bear a star; & = joins results of further samples; [ ] = dose if it differs, or a comment. Unless noted, calls follow the shape of the dose curve; as a rule, active = well fitted curve in the direction sought with a large enough effect; inconclusive = small, poorly fitted or top-dose-only effect, or another doubt; inactive = no such curve, though single readings can be large; an effect the other way counts as inactive or inconclusive.

Screening O=C(O)c1ccc(Cl)c(NC(=S)NC(=O)c2ccccc2[N+](=O)[O-])c1 returned NPC1 promoter act -2%, KCNH2 3.1 inh 6, Gal4-VP16 FLuc 6%, FLuc modulator inconclusive, MBNL1-CUG inh inconclusive, Mito fusion yeast -9%, ELG1 repair inh -1%, Menin-MLL TR inh 24%, PKM2 act 0%, Rab9 prom act -4% and RORgamma inh -14%.
Screening COc1ccc(N(C)C(=O)CN(C)S(=O)(=O)c2ccc3c(c2)c(=O)n(C)c(=O)n3C)c(OC)c1 returned NPC1 promoter act -3%, KCNH2 3.1 inh 5, Gal4-VP16 FLuc -5%, FLuc modulator 1%, MBNL1-CUG inh -3%, Mito fusion yeast 4%, ELG1 repair inh 9%, Menin-MLL TR inh -12%, PKM2 act 2%[0.46 µM], Rab9 prom act -4% and RORgamma inh -6%.
For O=C(c1ccco1)N1CCCC(c2nc(-c3ccc(S(=O)(=O)NCc4ccccc4)cc3)no2)C1 (stereo unspecified) the results were NPC1 promoter act -6%, KCNH2 3.1 inh -11, Gal4-VP16 FLuc inconclusive, FLuc modulator 0%, MBNL1-CUG inh inconclusive, Mito fusion yeast 24%, ELG1 repair inh 21µM*, Menin-MLL TR inh 8%, PKM2 act 2%, Rab9 prom act -11% and RORgamma inh 64%.
Screening N#Cc1cc(-c2ccccc2)cn(Cc2c(Cl)cccc2Cl)c1=O returned NPC1 promoter act -2%, KCNH2 3.1 inh 15, Gal4-VP16 FLuc -4%, FLuc modulator 2%, MBNL1-CUG inh 8%, Mito fusion yeast -4%, ELG1 repair inh -2%, Menin-MLL TR inh 8%, PKM2 act -7%, Rab9 prom act -1% and RORgamma inh -15%.
CCCCCn1c(CN2CCN(Cc3ccccc3)CC2)nc2c1c(=O)[nH]c(=O)n2C was read as NPC1 promoter act -2%, KCNH2 3.1 inh -49, Gal4-VP16 FLuc 1%, FLuc modulator 3%, MBNL1-CUG inh -11%, Mito fusion yeast 3%, ELG1 repair inh -4%, Menin-MLL TR inh -24%, PKM2 act -1%, Rab9 prom act inconclusive and RORgamma inh -6%.
Screening COc1ccc(-c2nn(-c3ccccc3)cc2C(=O)Nc2cccc(C(=O)O)c2)cc1[N+](=O)[O-] returned NPC1 promoter act 2%, KCNH2 3.1 inh 8, Gal4-VP16 FLuc -10%, FLuc modulator inconclusive, MBNL1-CUG inh inconclusive, Mito fusion yeast -3%, ELG1 repair inh 0%, Menin-MLL TR inh inconclusive, PKM2 act 4%, Rab9 prom act 13% and RORgamma inh 9%.
COc1ccc(CCN2C(=O)C3C(C2=O)C2C=CC3C23CC3)cc1OC (stereo unspecified) was read as NPC1 promoter act -5%, KCNH2 3.1 inh -2, Gal4-VP16 FLuc 3%, FLuc modulator -1%, MBNL1-CUG inh -2%, Mito fusion yeast -1%, ELG1 repair inh 7%, Menin-MLL TR inh -6%, PKM2 act -5%, Rab9 prom act 2% and RORgamma inh 7%.
COc1cccc(C2C(C(N)=O)=C(C)Nc3nc(CCCO)nn32)c1 (stereo unspecified) was read as NPC1 promoter act -1%, KCNH2 3.1 inh 1, Gal4-VP16 FLuc -11%, FLuc modulator 1%&-1%, MBNL1-CUG inh -9%, Mito fusion yeast -23%&5%, ELG1 repair inh -1%, Menin-MLL TR inh -22%, Rab9 prom act 12% and RORgamma inh -45%.
CCS(=O)(=O)N1CCC(C(=O)Nc2ccc(C(C)=O)cc2)CC1 was read as NPC1 promoter act -5%, KCNH2 3.1 inh 17, Gal4-VP16 FLuc 0%, FLuc modulator -5%, MBNL1-CUG inh -4%, Mito fusion yeast 2%, ELG1 repair inh 13%, Menin-MLL TR inh -3%, PKM2 act -2%, Rab9 prom act 6% and RORgamma inh 0%.
`O=S(=O)(Nc1ccon1)c1ccc(Br)s1` gave NPC1 promoter act 1%, KCNH2 3.1 inh -9, Gal4-VP16 FLuc -1%, FLuc modulator 2%, MBNL1-CUG inh -3%, Mito fusion yeast 1%, ELG1 repair inh 6%, PKM2 act -6%, Rab9 prom act -6% and RORgamma inh -19%.
Screening Cc1nc(NC2=NCN(Cc3cccnc3)CN2)nc2ccccc12 returned NPC1 promoter act 2%, KCNH2 3.1 inh -6, Gal4-VP16 FLuc -8%, FLuc modulator 1%, MBNL1-CUG inh -14%, Mito fusion yeast -1%, ELG1 repair inh -19%, Menin-MLL TR inh 2%, PKM2 act -8%, Rab9 prom act -3% and RORgamma inh -26%.
`CCN(C(=O)CSc1nc2cc(S(=O)(=O)N(CC)CC)ccc2n1CC)C1CCS(=O)(=O)C1` (stereo unspecified) gave NPC1 promoter act -3%, KCNH2 3.1 inh -20, FLuc modulator 0%, Mito fusion yeast -4%, ELG1 repair inh inconclusive and Rab9 prom act -1%.
Screening CC(=O)Oc1ccc2oc(-c3ccccc3)c(C(N)=O)c2c1 returned NPC1 promoter act 0%, KCNH2 3.1 inh -21, Gal4-VP16 FLuc 4%, FLuc modulator -5%, MBNL1-CUG inh 26%, Mito fusion yeast 1%, ELG1 repair inh 3%, PKM2 act 2%, Rab9 prom act -4% and RORgamma inh 1%.
Screening Cc1nc(SCC(=O)N(CC(C)C)C2CCS(=O)(=O)C2)c2ccccc2n1 (stereo unspecified) returned NPC1 promoter act 3%[1.84 µM], KCNH2 3.1 inh 3, FLuc modulator 0%, Mito fusion yeast 6%, ELG1 repair inh inconclusive and Rab9 prom act 0%.
`O=C(CCN1C(=O)c2ccccc2C1=O)N1CCN(c2ccccn2)CC1` gave NPC1 promoter act -3%, KCNH2 3.1 inh 1, Gal4-VP16 FLuc -7%, FLuc modulator -1%, MBNL1-CUG inh 11%, Mito fusion yeast 3%, ELG1 repair inh 17%, Menin-MLL TR inh -5%, PKM2 act -5%, Rab9 prom act 2% and RORgamma inh 13%[10 µM].
For Cc1ccc(-c2nnc(SCC(=O)N/N=C/c3ccc(C)s3)n2-c2ccccc2)cc1 the results were NPC1 promoter act -3%, KCNH2 3.1 inh -4, Gal4-VP16 FLuc inconclusive, FLuc modulator 2%, Mito fusion yeast -4%, ELG1 repair inh 23µM*, Menin-MLL TR inh -12%, PKM2 act 4%, Rab9 prom act 7% and RORgamma inh inconclusive.
COCc1ccc(C(=O)N2CCCC(C(=O)c3ccc(SC)cc3)C2)s1 (stereo unspecified) was read as NPC1 promoter act -2%, KCNH2 3.1 inh -5, Gal4-VP16 FLuc -4%, FLuc modulator -12%, MBNL1-CUG inh -5%, Mito fusion yeast 4%, ELG1 repair inh inconclusive, Menin-MLL TR inh -20%, PKM2 act 0%, Rab9 prom act 5% and RORgamma inh inconclusive.
`CC(Oc1ccc(C(=O)c2ccccc2)cc1)C(=O)Nc1ccc(S(N)(=O)=O)cc1` (stereo unspecified) gave NPC1 promoter act -4%, KCNH2 3.1 inh -1, Gal4-VP16 FLuc inconclusive, FLuc modulator -12%, Mito fusion yeast -5%, ELG1 repair inh -6%, Menin-MLL TR inh 18%, PKM2 act 14%, Rab9 prom act -9% and RORgamma inh inconclusive.
For O=C(OCCN(C1=NS(=O)(=O)c2ccccc21)c1ccc(Cl)cc1)c1ccco1 the results were NPC1 promoter act -1%, KCNH2 3.1 inh -7, Gal4-VP16 FLuc 15%, FLuc modulator 0%, MBNL1-CUG inh -9%, Mito fusion yeast -2%, ELG1 repair inh -8%, Menin-MLL TR inh -5%, PKM2 act 1%, Rab9 prom act -16% and RORgamma inh 39%.
For OC(CSc1ccccc1Cl)CN1CCN(c2ccc(F)cc2)CC1 (stereo unspecified) the results were NPC1 promoter act 2%, KCNH2 3.1 inh -48, Gal4-VP16 FLuc -11%, FLuc modulator 4%, MBNL1-CUG inh 0%, Mito fusion yeast 17%, ELG1 repair inh -2%, Menin-MLL TR inh 12%, PKM2 act 8%, Rab9 prom act -5% and RORgamma inh 41%.

Bioassay records as filed in PubChem.

This is a subset. The share of hits here may be higher or lower than overall.
